OXTR ag – human OXTR agonism; P30559; CHO-OTR cells, Fluo-8 calcium fluorescence; normalized: DMSO 0%, oxytocin 100%; activation, % at 3 µM; 320,000 tested, 0.32% active;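 active = activation above the mean of all tested compounds plus 3 SD, cutoff set per screening run, cut at about 20% in these data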;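 also: peak over basal fluorescence ratio from a 100 s FLIPR kinetic read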
V1aR counter – V1a receptor agonism, counter-screen for OXTR agonists. activation, % at 3 µM. 320,000 tested, 0.25% active. CHO-V1R cells, Fluo-8 calcium fluorescence, agonist mode; 0% DMSO, 100% 3 nM vasopressin. AID 2797. P37288;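 active = activation above the mean activation of all tested compounds plus 3 SD, per screening run, cut at about 20% in these data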;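 also: signal is peak over basal fluorescence ratio across a 100 second FLIPR read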
GalR3 antag – antagonists of human GalR3 | O60755 | 360,000 tested, 0.44% active | inhibition, % at 3 µM | HEK293 GalR3-CNG cAMP membrane potential fluorescence; galR3 body fused to GalR1 C-terminus;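 active = inhibition above the screen-wide average plus 3 SD, cut at about 13% in these data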;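 also: forskolin and galanin both at EC90 stimulate the cells; cAMP rise reported by CNG channel membrane potential dye signal; 0% = forskolin plus galanin with DMSO and 100% = forskolin alone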
PHOSPHO1 block – blocks human PHOSPHO1 phosphatase activity | Q8TCT1 | recombinant PHOSPHO1, absorbance phosphatase assay | inhibition, % at 13.3 µM | 290,000 tested, 1.1% active | AID 1565; in the data active = inhibition above about 60%
Target sequence (Q8TCT1 whole entry, looked up): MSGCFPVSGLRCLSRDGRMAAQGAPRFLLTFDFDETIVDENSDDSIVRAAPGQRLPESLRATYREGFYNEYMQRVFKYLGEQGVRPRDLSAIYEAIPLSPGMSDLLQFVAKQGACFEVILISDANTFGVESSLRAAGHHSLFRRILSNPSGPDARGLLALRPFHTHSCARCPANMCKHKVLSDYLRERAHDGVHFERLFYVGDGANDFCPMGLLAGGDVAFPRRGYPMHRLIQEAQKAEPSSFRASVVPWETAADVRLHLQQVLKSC
MEKK2 WT-MEK5 – raises or lowers MEK5 binding to wildtype human MEKK2 PB1 domain; 290,000 tested, 1.1% active; Q9Y2U5; AID 1531; binding response (% of control), % at 10 µM; bead flow cytometry, Alexa488-MEK5 binding to MEKK2 WT; actives lie on both sides; in the data active = binding response below about 67% or above about 130%
NALP1 inh – blocks the NALP1 inflammasome reconstituted in yeast; S. cerevisiae NALP1/ASC/caspase-1 growth, X-gal OD620, 72 h; inhibition, % at 10 µM; 280,000 tested, 0.61% active; AID 2071; in the data active = inhibition mostly above about 24%, no sharp cut-off; inactive = mostly below about 32%; also: some compounds called inactive have numbers as strong as hits
MEKK3 PB1 HTS – modulators (inhibitors or enhancers) of MEK5 binding to human MEKK3 PB1 domain. bead-based flow cytometry, Alexa488-MEK5 binding to MEKK3; actives lie on both sides; 0 = blocked by unlabeled MEK5, 100 = vehicle. binding response (% of control), % at 10 µM. 290,000 tested, 1.4% active. Q99759. AID 1529;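 active = binding response more than 3 SD above or below the average of its plate-row segment, actives on both sides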;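 also: Alexa488 bead fluorescence after subtracting the streptavidin-only scavenger bead signal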
Target sequence (Q99759 whole entry, looked up, the tested form may be a part): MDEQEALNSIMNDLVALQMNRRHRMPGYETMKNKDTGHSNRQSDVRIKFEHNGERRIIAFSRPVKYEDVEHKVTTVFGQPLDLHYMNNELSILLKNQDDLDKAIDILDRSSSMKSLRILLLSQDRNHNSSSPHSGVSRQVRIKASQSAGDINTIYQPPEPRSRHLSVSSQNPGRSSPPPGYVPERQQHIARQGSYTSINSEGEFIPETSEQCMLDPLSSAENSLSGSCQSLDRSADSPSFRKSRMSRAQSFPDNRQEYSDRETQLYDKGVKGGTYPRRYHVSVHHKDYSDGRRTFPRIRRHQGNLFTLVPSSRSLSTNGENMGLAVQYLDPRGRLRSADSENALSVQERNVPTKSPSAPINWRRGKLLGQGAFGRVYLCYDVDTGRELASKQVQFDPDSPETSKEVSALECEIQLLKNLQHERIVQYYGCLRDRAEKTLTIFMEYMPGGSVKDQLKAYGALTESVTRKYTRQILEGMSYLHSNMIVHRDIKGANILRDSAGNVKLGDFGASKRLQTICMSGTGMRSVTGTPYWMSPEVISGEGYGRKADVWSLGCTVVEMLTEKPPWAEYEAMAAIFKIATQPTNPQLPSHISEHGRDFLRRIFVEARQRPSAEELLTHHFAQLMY
MEKK2 mut-MEK5 – signal of MEK5 binding to mutant human MEKK2 PB1 domain; bead flow cytometry, Alexa488-MEK5 binding to MEKK2 mutant; percent response, % at 10 µM; 290,000 tested, 0.35% active; AID 1530; in the data active = percent response above about 24%, passing the limit was not always enough; also: inactives centre near 1; some results filed as inactive read as strong as hits; reference of the scale not given here
GPR7 antagonist – antagonists of human GPR7 (neuropeptides B/W receptor 1); inhibition, % at 4.4 µM; GPR7-expressing cells, fluorescence antagonist assay; 290,000 tested, 1.1% active; in the data active = inhibition above about 16%, passing the limit was not always enough;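 also: cells stimulated with the agonist NPW; 0% = agonist with vehicle and 100% = vehicle without agonist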
* hit, by the source's call; · = no result given.

smiles | OXTR ag | V1aR counter | GalR3 antag | PHOSPHO1 block | MEKK2 WT-MEK5 | NALP1 inh | MEKK3 PB1 HTS | MEKK2 mut-MEK5 | GPR7 antagonist
CC(NS(C)(=O)=O)C(c1cccs1)N1CCN(C)CC1 (configuration not stated) | -0.1 | -0.9 | -1.1 | 18.0 | 101.0 | 18.7 | 101.0 | 3.0 | -19.2
CC1CCN(CCOc2ccccc2-c2ccccc2)CC1 | -0.1 | 2.7 | -12.3 | -5.7 | 103.0 | 43.3 | 101.0 | 1.0 | 20.7
CCc1cc2c(C)cc(=O)oc2cc1Oc1ncccc1[N+](=O)[O-] | -0.4 | 0.0 | · | 32.6 | 93.0 | -19.2 | 100.0 | -4.0 | -16.3
Cc1ccc(S(=O)(=O)N2CCCCC2)cc1NC(=O)CSc1nccn1C | 0.6 | 0.2 | -3.7 | 37.3 | 102.0 | 10.2 | 110.0 | -36.0 | -17.5
COc1ccc(NC(=O)Nc2ccccc2F)cc1 | -0.9 | -0.9 | -5.1 | -0.5 | 99.0 | -8.9 | 98.0 | 1.0 | 3.5
c1ccc(-c2nnc3sc(CN4CCc5ccccc54)cn23)cc1 | -0.6 | 2.4 | -2.1 | -8.3 | 94.0 | 10.9 | 99.0 | -1.0 | 0.0
Cc1cccc(NC(=O)c2ccc(COc3ccc(Cl)cc3Cl)o2)n1 | -0.1 | 2.7 | -1.9 | 14.1 | 105.0 | 6.7 | 101.0 | 2.0 | -6.2
O=C1c2cccc3cccc(c23)N1CN1CCN(c2ccccn2)CC1 | -0.1 | 0.9 | -2.0 | 6.6 | 95.0 | -13.4 | 99.0 | -7.0 | -14.0
CC(CC(=O)O)C(=O)c1ccc(Cl)c([N+](=O)[O-])c1 (configuration not stated) | 1.3 | 0.6 | -2.3 | -2.1 | 99.0 | 12.4 | 97.0 | 0.0 | -2.8
O=C(NCc1ccccn1)c1ccc2ccccc2n1 | -0.2 | 1.0 | · | -6.2 | 113.0 | 21.0 | 110.0 | 9.0 | -2.5
Cc1cnc(C(=O)OCC(=O)Nc2ccc(C)c(S(=O)(=O)N3CCCCC3)c2)cn1 | 1.3 | 2.9 | -5.5 | 3.5 | 107.0 | 13.7 | 97.0 | 14.0 | 1.9
COCc1cc(=O)[nH]c2cc(NC(=O)C(C)(C)CCl)c(C)cc12 | 0.6 | 1.0 | -1.8 | 5.7 | 97.0 | 39.3 | 94.0 | 0.0 | -8.0
Cc1cc(NC(=O)c2cccnc2)ccc1Br | 1.4 | 1.7 | -8.5 | 30.2 | 105.0 | 11.8 | 107.0 | 2.0 | 12.8
CS(=O)(=O)N1CCCC(C(=O)Nc2c(F)cccc2F)C1 (configuration not stated) | 0.6 | -0.1 | -9.2 | 25.3 | 108.0 | 5.2 | 106.0 | 4.0 | -22.0
CC(C)Oc1ccc(/C=N/NC(N)=S)cc1 | -1.7 | -1.1 | -3.2 | -13.5 | 108.0 | 7.5 | 100.0 | 14.0 | 3.0
CC(C)Nc1nc(NC(C)C)nc(SCC(N)=O)n1 | -0.1 | 0.4 | -6.7 | 50.7 | 98.0 | -2.5 | 105.0 | 3.0 | -3.3
O=C(O)CCCC(=O)N1N=C(c2ccccc2)CC1c1ccc2c(c1)OCO2 (configuration not stated) | 1.3 | 3.6 | -3.3 | 3.3 | 104.0 | 7.4 | 99.0 | 2.0 | -7.6
Cn1c(=O)n(Cc2ccc(Cl)cc2)c2ccccc21 | -1.9 | -1.7 | -0.6 | -8.7 | 99.0 | 8.8 | 104.0 | 2.0 | -3.0
CC(C)c1ccccc1-n1c(SCC(=O)N2CCc3ccccc3C2)nc2ccccc2c1=O | -0.6 | -0.2 | -4.2 | -40.4 | 103.0 | 26.2 | 155.0* | 0.0 | 18.3
COc1ccc(NC(=O)C2CCCN(c3nn4c(=O)cc(C)nc4s3)C2)c(OC)c1 (configuration not stated) | 0.0 | -0.6 | 1.3 | 17.1 | 96.0 | 11.6 | 101.0 | 1.0 | -3.3
O=C(CN(Cc1ccco1)C(=O)CCC(=O)Nc1ccccn1)NCc1ccccc1 | 1.2 | 1.2 | 0.0 | 18.7 | 104.0 | 6.8 | 102.0 | -2.0 | -6.3
CCN=c1scc(-c2ccccc2)n1/N=C/c1ccccn1 | 0.3 | 3.4 | · | -14.4 | 114.0 | 28.0 | 105.0 | 15.0 | -11.6
CCC(c1n[nH]c(=S)n1-c1ccccc1)N(C)C (configuration not stated) | -0.8 | -0.2 | -6.2 | -16.0 | 119.0 | 25.2 | 93.0 | 4.0 | -10.4
Cc1cccc2cc(COC(=O)c3cccs3)c(=O)[nH]c12 | 0.6 | 3.7 | -12.3 | 0.2 | 95.0 | 38.6 | 96.0 | -3.0 | -4.0
COCCN(CCOC)S(=O)(=O)c1ccc(C(=O)Nc2nc(C)c(C(C)=O)s2)cc1 | 1.9 | 2.1 | -7.8 | 17.7 | 101.0 | 9.1 | 100.0 | -2.0 | 4.6
Cc1cc(NC(=O)COC(=O)C2CC(=O)N(c3ccccc3)C2)no1 (configuration not stated) | 0.3 | -0.6 | -7.9 | 7.0 | 100.0 | 21.9 | 103.0 | -3.0 | 4.1
COc1ccc(OCc2nn3c(Cn4cnc5ccccc54)nnc3s2)cc1 | 13.3 | 10.9 | -10.1 | 81.0* | 99.0 | -22.3 | 99.0 | -4.0 | -7.9
COc1ccc([N+](=O)[O-])cc1NC(=S)NC(C)=O | 0.8 | 0.8 | -6.7 | 12.7 | 103.0 | -3.5 | 106.0 | 3.0 | -4.3
O=C(O)C1C2C=CC(C2)C1C(=O)OCc1ccccc1 (configuration not stated) | 0.8 | -0.2 | -0.7 | -4.6 | 100.0 | 9.0 | 101.0 | 1.0 | -17.5
C=CCn1c(C)cc(C2=NNC(=NCC)SC2)c1C | -0.8 | 0.1 | -0.7 | -10.9 | 101.0 | 22.2 | 99.0 | -1.0 | 5.1
Cn1c(SCC(=O)NC(c2ccccc2)c2ccccc2)nnc1-c1cccs1 | -1.7 | 5.0 | -3.4 | 7.8 | 109.0 | 45.5 | 101.0 | 6.0 | -7.4
COc1cc(/C=C2/C(=O)CNC2=O)ccc1O | 0.8 | 1.2 | 5.8 | 3.2 | 89.0 | 0.1 | 94.0 | -3.0 | -5.0
COc1ccccc1N(C(=O)Cn1nnc(-c2ccc(C)o2)n1)C(C(=O)NC1CCCC1)c1ccncc1 (configuration not stated) | 1.2 | 0.5 | 3.8 | 44.9 | 109.0 | 21.7 | 104.0 | 2.0 | -17.3
O=[N+]([O-])c1ccc(NC(=S)N2CCCC2)cc1 | 0.5 | 0.0 | -9.0 | 39.0 | 109.0 | -3.6 | 105.0 | 5.0 | -14.9
O=C(Nc1ccccc1N1CCN(C(=O)c2ccccc2)CC1)c1ccc([N+](=O)[O-])o1 | · | · | -8.1 | 26.6 | 98.0 | 2.7 | 101.0 | 3.0 | 36.6*
CCN(CC)C(=O)COCc1cc(-c2ccc3c(c2)OCO3)on1 | 1.9 | 3.8 | -7.1 | 17.5 | 104.0 | 27.5 | 105.0 | 4.0 | -7.7
COc1ccc2ccccc2c1CN1CCCC(CO)C1 (configuration not stated) | 0.5 | 0.0 | -5.8 | 53.6 | 99.0 | 37.2 | 99.0 | -4.0 | -14.6
Cc1c(C)c2ccc(OC(C)C(=O)NCc3ccccn3)cc2oc1=O (configuration not stated) | -0.1 | 0.0 | -6.0 | 23.5 | 99.0 | 10.9 | 98.0 | 1.0 | -0.4
Cc1cccc2c(CCNC(=O)c3ccc([N+](=O)[O-])cc3)c[nH]c12 | -1.5 | 0.6 | 2.7 | 10.8 | 98.0 | 21.0 | 100.0 | 7.0 | -3.0
CCCN(c1ccccc1C(=O)O)S(=O)(=O)c1ccc2c(c1)n(C)c(=O)n2C | 0.9 | 0.8 | -10.9 | · | 96.0 | 16.9 | 93.0 | 1.0 | -15.9
CC(C)(C)C(=O)CN1C(=O)NC2(CCCc3ccccc32)C1=O (configuration not stated) | 1.2 | 2.0 | -8.8 | 9.3 | 101.0 | 10.4 | 105.0 | 1.0 | -5.5
Cc1ccc(OCCNC(=O)CCc2nc3sc4c(c3c(=O)[nH]2)CCCC4)cc1 | -0.4 | -0.4 | 0.8 | 30.1 | 104.0 | 4.8 | 100.0 | 2.0 | -21.5
Cn1nnc(NC(=O)c2cccs2)n1 | 1.1 | 0.7 | -1.2 | -7.8 | 100.0 | 3.4 | 103.0 | -1.0 | -8.3
COc1ccc(NC(=O)CN2CCN(c3ccccc3Cl)CC2)cc1 | 0.0 | 1.3 | -0.7 | -3.2 | 103.0 | -1.3 | 104.0 | 4.0 | -7.8
CCCOP(=O)(OCCC)c1c([N+](=O)[O-])cc(C(F)(F)F)cc1[N+](=O)[O-] | 0.3 | -0.3 | 4.8 | 23.6 | 105.0 | -2.4 | 103.0 | 6.0 | -6.8
Cc1ccc(O)c(N=Cc2cccs2)c1 | -0.4 | 0.3 | -1.1 | -6.8 | 103.0 | 33.6 | 117.0 | 0.0 | -4.5
CCCNC(=O)CS(=O)(=O)Cc1nc(-c2cccc(OC)c2)oc1C | -0.5 | 4.4 | · | -2.0 | 117.0 | 23.2 | 114.0 | 9.0 | -12.0
O=C(NC1(C(F)(F)F)NC(=O)N(Cc2ccco2)C1=O)c1cccnc1 (configuration not stated) | 0.0 | 1.1 | -6.2 | 17.6 | 101.0 | 31.4 | 103.0 | 9.0 | -14.7
CC1CCCCN1CCCNC(=O)Cn1ncc2c([nH]c3ccccc32)c1=O (configuration not stated) | -0.1 | 1.3 | 1.2 | 26.3 | 114.0 | 2.0 | 102.0 | 13.0 | -0.9
COc1ccccc1C(=O)NCC(=O)NCc1cc(=O)n(C)c(=O)n1C | 1.1 | 0.2 | -9.6 | 34.4 | 105.0 | 2.2 | 105.0 | 1.0 | -7.0
Cn1c(=O)c2c(ncn2CC(O)CNc2cccc(Cl)c2)n(C)c1=O (configuration not stated) | 4.7 | 6.0 | -2.9 | -92.6 | 91.0 | 1.3 | 102.0 | -7.0 | -0.5

4 of the compounds above, with each value named.
> Cn1c(=O)n(Cc2ccc(Cl)cc2)c2ccccc21
  OXTR ag: -1.9	V1aR counter: -1.7	GalR3 antag: -0.6	PHOSPHO1 block: -8.7	MEKK2 WT-MEK5: 99.0	NALP1 inh: 8.8	MEKK3 PB1 HTS: 104.0	MEKK2 mut-MEK5: 2.0	GPR7 antagonist: -3.0
> COc1ccccc1C(=O)NCC(=O)NCc1cc(=O)n(C)c(=O)n1C
  OXTR ag: 1.1	V1aR counter: 0.2	GalR3 antag: -9.6	PHOSPHO1 block: 34.4	MEKK2 WT-MEK5: 105.0	NALP1 inh: 2.2	MEKK3 PB1 HTS: 105.0	MEKK2 mut-MEK5: 1.0	GPR7 antagonist: -7.0
> COc1ccc([N+](=O)[O-])cc1NC(=S)NC(C)=O
  OXTR ag: 0.8	V1aR counter: 0.8	GalR3 antag: -6.7	PHOSPHO1 block: 12.7	MEKK2 WT-MEK5: 103.0	NALP1 inh: -3.5	MEKK3 PB1 HTS: 106.0	MEKK2 mut-MEK5: 3.0	GPR7 antagonist: -4.3
> CCN(CC)C(=O)COCc1cc(-c2ccc3c(c2)OCO3)on1
  OXTR ag: 1.9	V1aR counter: 3.8	GalR3 antag: -7.1	PHOSPHO1 block: 17.5	MEKK2 WT-MEK5: 104.0	NALP1 inh: 27.5	MEKK3 PB1 HTS: 105.0	MEKK2 mut-MEK5: 4.0	GPR7 antagonist: -7.7

Screening results (PubChem)

Compounds were not picked by outcome. Share with any hit: about 5.4%.
